MLL CXXC-DNA inh = qHTS Fluorescence Polarization Assay for Inhibitors of MLL CXXC domain - DNA interaction; Histone-lysine N-methyltransferase 2A (Homo sapiens), Q03164; MLL-CXXC / FITC-HOXA9 DNA fluorescence polarization; Potency, µM (top dose mostly 115 µM), inactives show at the highest dose activity change, negative = inhibition, most hits filed as inhibitors; 0.037% of 290,000 active; active = well fitted inhibition curve with a large enough effect in the polarisation, with a control signal flat, not every such curve was filed as active; inconclusive = small, poorly fitted or top-dose-only effect, or effect the other way, or a change in a side signal; inactive = no such curve, though single readings can be large or run the other way; the % refers to the polarisation; also: potency is read from the fitted curve at half-maximal effect
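Steps: dispense CXXC domain solution (7 uM) → pin compounds or unlabeled HOX-A9 DNA control → 5 min ambient → add FLSN-HOX-A9 solution (50 nM) → spin → 30 min ambient → fluorescence polarization. Tris pH 7.5/NaCl/DTT/BSA buffer.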
PTAP TSG101 blk = qHTS Assay for Iinhibitors of HIV-1 Budding by Blocking the Interaction of PTAP/TSG101; Fluorescence polarization, FITC-PTAP peptide / Tsg101 binding; Tumor susceptibility gene 101 protein (Homo sapiens), Q99816; Potency, µM (titrated, usually from 115 µM), without a hit: top-dose activity change, negative = inhibition, most hits filed as inhibitors; 340,000 tested, under 10 active; active = well fitted inhibition curve with a large enough effect in the main read-out, with a control signal flat, not every such curve was filed as active; inconclusive = small, poorly fitted or top-dose-only effect, or effect the other way, or a change in a side signal; inactive = no such curve, though single readings can be large or run the other way; also: potency is read from the fitted curve at half-maximal effect; % of control where 0% means no effect
Target sequence (Q99816 whole entry, looked up): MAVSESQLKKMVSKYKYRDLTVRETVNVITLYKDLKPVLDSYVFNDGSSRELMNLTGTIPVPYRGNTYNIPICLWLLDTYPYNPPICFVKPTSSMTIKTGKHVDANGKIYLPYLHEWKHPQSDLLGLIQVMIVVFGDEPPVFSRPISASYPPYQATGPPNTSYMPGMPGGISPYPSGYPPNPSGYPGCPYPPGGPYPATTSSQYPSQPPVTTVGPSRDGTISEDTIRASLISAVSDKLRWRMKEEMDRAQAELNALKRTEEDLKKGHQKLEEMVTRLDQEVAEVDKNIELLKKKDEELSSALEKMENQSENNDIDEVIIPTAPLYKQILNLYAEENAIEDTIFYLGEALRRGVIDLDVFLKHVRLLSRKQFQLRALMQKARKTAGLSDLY
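Fluorescence polarization binding of Tsg101 binding domain (10 uM final) to FITC-labeled PTAP peptide (50 nM final) in HEPES pH 7.5 buffer with NaCl, Tween 20, EDTA, TCEP. Compounds added before peptide; binding 20 min at RT.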
ASM inhibitor = Inhibitors of Secretory Acid Sphingomyelinase (S-ASM): qHTS; 0.006% of 340,000 active; placental ASM, HMU-PC fluorogenic substrate, 60 min; Potency, µM (doses to about 57.5 µM), for the others: at the top dose activity change, negative = inhibition, actives largely listed as inhibitors; also: potency is read from the fitted curve at half-maximal effect
Target sequence (P17405 47-631 limits assumed): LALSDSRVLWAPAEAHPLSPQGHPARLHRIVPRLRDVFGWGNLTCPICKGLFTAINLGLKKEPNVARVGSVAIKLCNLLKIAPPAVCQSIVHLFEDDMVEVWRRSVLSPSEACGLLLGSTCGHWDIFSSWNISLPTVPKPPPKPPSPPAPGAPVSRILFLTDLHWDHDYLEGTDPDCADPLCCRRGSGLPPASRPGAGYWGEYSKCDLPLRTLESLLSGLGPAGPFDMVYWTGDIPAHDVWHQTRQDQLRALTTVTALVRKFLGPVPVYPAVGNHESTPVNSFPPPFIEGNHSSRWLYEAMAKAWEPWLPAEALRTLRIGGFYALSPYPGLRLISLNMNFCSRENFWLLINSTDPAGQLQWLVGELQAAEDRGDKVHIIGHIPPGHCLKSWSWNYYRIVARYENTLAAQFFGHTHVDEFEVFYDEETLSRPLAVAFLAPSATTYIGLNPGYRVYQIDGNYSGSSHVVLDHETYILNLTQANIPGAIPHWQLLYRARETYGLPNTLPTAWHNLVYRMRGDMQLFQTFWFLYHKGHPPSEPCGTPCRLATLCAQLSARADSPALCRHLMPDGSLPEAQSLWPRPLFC
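Fluorescence read-out (Ex 386 nm, Em 447 nm) after stopping the reaction at pH 10. Enzyme: ASM from human placenta; substrate HMU-PC0, 9 uM final; 60 min, 37 °C. Compound preincubation 10 min, ambient temperature.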
Integrin act MD = qHTS for Activators of Integrin-Mediated Alleviation for Muscular Dystrophy; alpha7betagal myoblasts, beta-gal FDG fluorescence, 48 h; Potency, µM (top dose mostly 38.3 µM), for inactives: at the top dose activation, usual class: activators; 0.064% of 350,000 active;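 also: potency is read from the fitted curve at half-maximal effect; 100% = response of the positive control SU9516; nearly all actives have a fitted effect of over 60% in size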
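alpha7betagal+/- myoblasts (passage 13, 250/well) treated 48 h at 37C with compounds at 1:260 dilution of DMSO stock. Lysed, then beta-galactosidase activity read as FDG fluorescence (ex 480/em 540) after 30 min, with pre-read for autofluorescence.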
A-T KAP1 phos = qHTS Assay for Identifying a Potential Treatment of Ataxia-Telangiectasia. […] A-T fibroblasts, KAP-1 phosphorylation AlphaLISA; neocarzinostatin DNA damage 30 min before lysis. 0.19% of 320,000 active. Potency, µM (doses to about 57.5 µM), inactives show at the highest dose activation, hits mostly activators; also: potency is read from the fitted curve at half-maximal effect; % of control where 0% means no effect; nearly all actives have a fitted effect of over 45% in size
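hTERT-immortalized A-T patient fibroblasts ([…]), 500 cells/well in OPTI-MEM, 1% FBS, got compounds for 60 min, then NCS for 30 min at 37C. Lysates were then assayed for phospho-KAP-1 by AlphaLISA (anti-pKAP1 donor, anti-KAP1 acceptor beads), 6 hr at 25C.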
Menin-MLL TR inh = qHTS Assay for Inhibitors Targeting the Menin-MLL Interaction in MLL Related Leukemias: Competition With Texas Red Labeled MLL-derived Mutant Peptide; O00255; Menin + Texas Red MLL mutant peptide, fluorescence polarization; Potency, µM (series often up to 61.6 µM), without a hit: at the top dose FP activity change, negative = inhibition, hits mostly inhibitors; 0.23% of 270,000 active; active = well fitted inhibition curve with a large enough effect in the polarisation, with a control signal flat, not every such curve was filed as active; inconclusive = small, poorly fitted or top-dose-only effect, or effect the other way, or a change in a side signal; inactive = no such curve, though single readings can be large or run the other way; the % refers to the polarisation; also: potency is read from the fitted curve at half-maximal effect; % of control where 0% means no effect; many of its hits are not listed in these tables
TCR act = Activators of T cell receptors: qHTS campaign | primary human leukocytes, anti-CD3, IL-2 HTRF, 48 h | Potency, µM (series often up to 9.22 µM), without a hit: at the top dose activation of IL-2 secretion, hits mostly activators | 330,000 tested, under 10 active; also: % of control where 0% means no effect
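Compounds are tested in HTS on primary human leukocytes co-incubated with a-CD3 beads for 48 hr. IL-2 output is measured by time-resolved FRET.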
MBNL1-CUG inh = qHTS Assay for Inhibitors of MBNL1-poly(CUG) RNA binding | AID 2675, 2010 | Muscleblind-like protein 1 (Homo sapiens), Q9NR56 | 0.036% of 280,000 active | TR-FRET MBNL1-His/biotin-(CUG)12 binding, 665/545 ratio | Potency, µM (doses to about 57.5 µM), for the others: top-dose activity change, negative = inhibition, actives largely listed as inhibitors; active = well fitted inhibition curve with a large enough effect in the signal ratio, with a control signal flat, not every such curve was filed as active; inconclusive = small, poorly fitted or top-dose-only effect, or effect the other way, or a change in a side signal; inactive = no such curve, though single readings can be large or run the other way; the % refers to the signal ratio; also: potency is read from the fitted curve at half-maximal effect; % is scaled to controls: 0 for no effect and ±100 for the full control effect
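Compound titration spanned 92 nM–58 uM against the MBNL1-His/biotin-(CUG)12 complex. After 60 min at room temperature with 5 nM streptavidin-XL665 and 0.055 ng/ul terbium anti-His, ratiometric 665/545 nm emission (Ex 340 nm) normalized to controls.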
Mito fusion yeast = qHTS Assay for Small Molecule Inhibitors of Mitochondrial Division or Activators of Mitochondrial Fusion; S. cerevisiae fusion-defective mutant growth rescue, CellTiterGlo 48 h; Potency, µM (top dose mostly 46.1 µM), inactives show at the highest dose growth rescue (activation), most hits filed as activators; 0.23% of 320,000 active; AID 485298, 2010;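 also: potency is read from the fitted curve at half-maximal effect; % of control where 0% means no effect; nearly all actives have a fitted effect of over 45% in size; temperature-sensitive fusion mutants such as fzo1-1 at 37 °C on non-fermentable ethanol glycerol medium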
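S. cerevisiae fusion-defective temperature-sensitive mutants (e.g. fzo1-1, mgm1-5) grown 48 h at 37C in YPEG (ethanol/glycerol non-fermentable) medium with 23 nl compound per well; growth rescue read as CellTiterGlo luminescence.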
TSHR antag = Antagonists of the Thyroid Stimulating Hormone Receptor: HTS campaign; activity change, negative = inhibition, % at 11.5 µM; 0.2% of 330,000 active; TSHR-expressing cells, TSH-stimulated cAMP HTRF, 2 h; stronger effect = lower value;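 active = activity change below a set negative limit, meaning inhibition stronger than a set level, cut at about -70% in these data; inconclusive = activity change between two set negative limits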; also: % is scaled to controls: 0 for no effect and ±100 for the full control effect
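Competitive HTRF cAMP read-out (cryptate anti-cAMP antibody, cAMP-d2; 30 min, room temperature) in freshly harvested TSHR cells. Compounds added before TSH at EC80 (4nM final), followed by 2 hours' incubation at 37 deg C.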
Active calls of the source: *; ? = inconclusive; · = not tested or not shown; [ ] = dose if it differs, or a comment. Unless noted, calls follow the shape of the dose curve; as a rule, active = well fitted curve in the direction sought with a large enough effect; inconclusive = small, poorly fitted or top-dose-only effect, or another doubt; inactive = no such curve, though single readings can be large; an effect the other way counts as inactive or inconclusive.

Fields – MLL CXXC-DNA inh	PTAP TSG101 blk	ASM inhibitor	Integrin act MD	A-T KAP1 phos	Menin-MLL TR inh	TCR act	MBNL1-CUG inh	Mito fusion yeast	TSHR antag
CCOC(=O)C1CCN(S(=O)(=O)c2ccc(-c3cc(C(F)(F)F)n(C)n3)s2)CC1
  -3%	-5%	2%	-13%	8%	·	1%	·	0%	-9
CCN1C(=O)CC(N2CCOCC2)C1=O (stereo not drawn)
  -5%	-5%	1%	5%	2%	4%	3%	4%	-4%	-5
CN(C)S(=O)(=O)N1CCC(Oc2ccc(C(=O)NCc3cnn(C)c3)cc2)CC1
  -5%	-3%	0%	11%	4%	0%	2%	5%	-4%	-5
CCOc1ccccc1NC(=O)N1CCc2ccccc2C1
  -21%	-1%	0%	?	16%	·	1%	-9%	4%	38
S=C(NCc1ccco1)N1CCN(c2cccc(Cl)c2)CC1
  1%	-1%	-4%	-34%	-9%	?	0%	3%	-12%	-6
Cc1cc(C)c(C(=O)COC(=O)c2nn(C)c(=O)c3ccccc23)cc1C
  ·	2%	-8%	-12%	2%	·	9%	·	1%	-5
O=C(Nc1ccc(F)cc1)c1ccc(Br)c(S(=O)(=O)N2CCOCC2)c1
  1%	-2%	-6%	-33%	4%	54%[activator]	7%	1%	10%	-26
CSc1nnc2c(n1)OC(c1ccc(C(=O)O)cc1)N(C(C)=O)c1ccccc1-2 (stereo not drawn)
  0%	1%	3%	22%	0%	1%	8%	?	-1%	1
Cn1ncc([N+](=O)[O-])c1C(=O)N1CCCCCC1
  -1%	2%	-2%	44%	-5%	-6%	-5%	1%	-1%	-6
Fc1ccc(-c2ccc(Nc3cccc(F)c3)nn2)cc1
  -10%	-4%	-3%	23%	7%	?	8%	-7%	19%	-17
Cc1cc2occ(CC(=O)N(C)CC(=O)Nc3cccc(F)c3)c2cc1C
  -4%	·	-10%	?	15%	31%[activator]	2%	-7%	27%	-3
N#Cc1c2n(c(=S)n(-c3ccc(F)cc3)c1=O)CCCCC2
  8%	-1%	-1%	?	1%	8%	-7%	·	-29%	7
NC(=O)COc1ncn(-c2ccccc2)n1
  0%	-8%	2%	14%	1%	-5%	-3%	-6%	-1%	4
Cc1ccc(-c2nc(CCN3C(=O)c4ccccc4C3=O)cs2)cc1
  -3%	-6%	-7%	-11%	10%	-9%	9%	9%	4%	9
CC(=O)Nc1ccc(NC(=O)CSc2nnc(-c3ccc(NS(C)(=O)=O)cc3)n2C)cc1C
  5%	-1%	-1%	4%	0%	18%	1%	-6%	0%	-12
COCCN(C(=O)COC(=O)/C=C/c1ccc(C)o1)c1c(N)n(Cc2ccccc2)c(=O)[nH]c1=O
  44%[activator]	-3%	1%	18%	-8%	·	12%	?	0%	-2
CC(C)N(Cc1nc(-c2ccc(Cl)cc2)no1)C(=O)c1cccs1
  9%	-2%	-7%	3%	8%	-4%	-1%	5%	14%	-24
CSc1nc(C)cc(SCCO)n1
  -3%	0%	1%	-6%	0%	-5%	-216%	-1%	-3%	-5
O=C1c2ccccc2S(=O)(=O)N1Cc1cccc(S(=O)(=O)N2CCOCC2)c1
  4%	-2%	1%	14%	6%	11%	2%	-11%	3%	-4
O=C(NC(=S)Nc1nc2c(s1)CCCC2)c1ccccc1
  -1%	-9%	-5%	2%	14%	?	-4%[46.1 µM]	·	2%	-9
Cc1cc(C(=O)N/N=C/c2cc(Cl)cc([N+](=O)[O-])c2O)c2ccccc2n1
  2%	-14%	-7%	2%	-8%	?	2%[46.1 µM]	?	11%	-7
CC(=O)Oc1ccc(/C=C2\N=C(C3CCCCC3)OC2=O)cc1
  1%	0%	-3%	12%	1%	-10%	·	-2%	-1%	2
CC(C)C[C@H]1CN=C(Nc2ccccc2)N1CCCC1CCCCC1
  71%[activator]	-3%	-6%	-50%[inhibitor]	-10%	-22%	4%	-3%	-7%	3
O=C(/C=N/O)Nc1ccccc1C(=O)O
  -1%	1%	-4%	1%[7.66 µM]	0%	-11%	-1%	0%	-2%	12
O=C(/C=C/c1ccccc1)N1CCCN(C(=O)/C=C/c2ccccc2)CC1
  -17%	-5%	-1%	-22%	0%	?	-5%	-3%	7%	-8
Cc1cccc(C(=O)N[C@H](C(=O)OCC(=O)NC(=O)c2cccn2C)C(C)C)c1
  7%	-1%	-2%	2%	-4%	-5%	-1%[46.1 µM]	-9%	0%	-3
N#Cc1c(-c2ccc(Cl)cc2)nc2n(c1=O)CCCS2
  -2%	-5%	5%	-25%	-6%	2%	-4%	?	4%	-6
CCN(CCCNC(=O)c1ccc(N2CCCC2=O)cc1)c1cccc(C)c1
  8%	-5%	-1%	-20%	5%	6%	-7%	-5%	-4%	5
O=C(CCN1C(=O)COc2ccccc21)NCCCN1CCCC1
  -1%	-10%	1%	26%	-4%	·	2%	3%	0%	1
CC1=CC(C)(C)NC(=S)N1c1ccc(N(C)C)cc1
  ·	-5%	0%	-57%[inhibitor]	·	·	-2%	·	·	·
CC(=O)NC1(c2ccccc2)CCN(CC(=O)N2CCC(C)CC2)CC1
  -6%	-2%	-7%	26%	-1%	2%	0%	-13%	4%	-2
COc1ccc(CNC(=O)C2CCCN(S(=O)(=O)c3ccc(F)cc3)C2)cc1 (stereo not drawn)
  8%	-1%	1%	4%	9%	·	-4%	-1%	-1%	7
O=C(/C=C/Nc1ccc(S(=O)(=O)Nc2cnc3ccccc3n2)cc1)c1ccccc1
  37%[activator]	1%	185%[activator]	-1%	3%	·	-2%	5%	3%	1
CCOC(=O)C1(Cc2ccccc2C(F)(F)F)CCN(C(C)COC)CC1 (stereo not drawn)
  1%	-6%	1%	-8%	-8%	4%	5%	7%	-2%	5
COc1ccc([N+](=O)[O-])cc1N(CC(=O)NC1CCCC1)S(C)(=O)=O
  3%	-1%	-4%	?	-3%	11%	-3%	18%	1%	-17
Cn1c(N)c(C(=O)COC(=O)CSc2ccccc2)c(=O)n(C)c1=O
  2%	-1%	3%	26%	-6%	-2%	-2%[46.1 µM]	-30%	-34%[inhibitor]	16
CCOc1nc(Nc2ccc(F)cc2)nc(N2CCN(c3ccc(OC)cc3)CC2)n1
  15%	-4%	-24%	-6%	2%	-1%	-4%	-8%	2%	-9
CCOC(=O)Nc1nc2ccccc2s1
  5%	-3%	0%	15%	-3%	-2%	·	-2%	3%	-9
C[C@H]1CN([C@@H](C)CO)C(=O)Cc2cc(NC(=O)C3CC3)ccc2O[C@H]1CN(C)Cc1ccc(C(=O)O)cc1
  ·	-2%	13%	-9%	1%	·	-2%	·	·	0
CCCCc1c(C)nc(N2CCCC2)[nH]c1=O
  -2%	-1%	-2%	14%	30%	·	1%	-14%	-3%	3
O=C1C(Cc2ccccc2)NC(=S)N1c1ccccc1 (stereo not drawn)
  14%	1%	1%	2%	-4%	19%	-1%	-2%	-3%	15
N#CC1=C(Nc2ccccc2)SC=C(c2ccc(F)cc2)N=C1N1CCOCC1
  -13%	·	·	·	-3%	3%	·	2%	-3%	-14
Cc1c(NC(=O)CSc2nc3ccccc3[nH]2)c(=O)n(-c2ccccc2)n1C
  4%	·	-3%	24%	-5%	-2%	·	-10%	-1%	-3
Cc1cccc(N2CCN(c3ccc4cc(S(=O)(=O)N5CCCCC5)ccc4n3)CC2C)c1 (stereo not drawn)
  11%	-4%	26%	0%	11%	10%	-4%	0%	-1%	-13
Cn1c(=O)c(C(=O)CSc2ccccc2)c(N)n(Cc2ccccc2)c1=O
  8%	2%	1%	-20%	2%	26%	-6%	33%[activator]	-5%	-11
CCOC(=O)Cn1c(=O)c2c(nc3n2CCN3Cc2ccccc2)n(C)c1=O
  0%	-9%	-1%	-12%	-6%	0%	-2%	-2%	-2%	-4
C[C@@H]1CC[C@@]2(O[C@H](CCO)C[C@@H](O)[C@@H]2O)O1
  -3%	-1%	2%	6%	9%	-12%	3%	-6%	-6%	3

An excerpt, so the mix of outcomes need not match the whole.
